Y pestis TopoI: blocks Yersinia pestis topoisomerase I activity | Y. pestis Topo-I cleavage product accumulation, plate reader | activity, % at 10 µM | 360,000 compounds, 0.064% hits; in the data active means activity above about 50%, passing the limit was not always enough; inconclusive means no clear call, values can overlap the other calls; further: inactives centre near 2
Anthrax LF inh2: inhibitors of Bacillus anthracis lethal factor protease; 360,000 compounds, 0.12% hits; inhibition, % at 10 µM; P15917; AID 588501; multiplex microsphere protease cleavage assay, LF; further: plate controls were buffer without enzyme for full effect and enzyme alone for no effect
Target sequence (P15917 whole entry, looked up): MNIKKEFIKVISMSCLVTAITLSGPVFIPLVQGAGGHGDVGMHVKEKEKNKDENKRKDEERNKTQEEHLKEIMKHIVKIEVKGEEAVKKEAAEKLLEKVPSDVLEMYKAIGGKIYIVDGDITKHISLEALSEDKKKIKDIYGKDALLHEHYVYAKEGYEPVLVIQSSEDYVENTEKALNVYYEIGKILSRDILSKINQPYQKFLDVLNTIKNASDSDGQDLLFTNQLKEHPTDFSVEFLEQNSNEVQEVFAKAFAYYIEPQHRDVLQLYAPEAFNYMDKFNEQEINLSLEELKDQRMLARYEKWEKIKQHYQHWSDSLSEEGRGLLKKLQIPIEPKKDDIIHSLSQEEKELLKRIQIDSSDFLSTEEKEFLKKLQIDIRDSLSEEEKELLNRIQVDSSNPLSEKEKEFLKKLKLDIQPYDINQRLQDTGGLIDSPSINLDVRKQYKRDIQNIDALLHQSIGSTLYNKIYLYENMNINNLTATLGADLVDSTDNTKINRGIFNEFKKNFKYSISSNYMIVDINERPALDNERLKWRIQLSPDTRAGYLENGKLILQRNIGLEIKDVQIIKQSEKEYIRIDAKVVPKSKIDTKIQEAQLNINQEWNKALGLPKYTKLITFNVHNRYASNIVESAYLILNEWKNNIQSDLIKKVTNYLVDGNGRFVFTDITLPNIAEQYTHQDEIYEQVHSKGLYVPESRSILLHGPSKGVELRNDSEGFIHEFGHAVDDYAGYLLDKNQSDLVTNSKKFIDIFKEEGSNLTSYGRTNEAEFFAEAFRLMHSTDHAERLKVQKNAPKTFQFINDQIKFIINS
PriA SSB inh: K. pneumoniae PriA-SSBct interaction inhibition. 430,000 compounds, 0.6% hits. AlphaScreen SSBct-PriA binding, biotinylated peptide. AID 1272365. inhibition, % at 33 µM; in the data active means inhibition mostly above about 37%, no sharp cut-off; inactive means mostly below about 20%;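 further: plate controls were negative control peptide for no effect and reference peptide for full effect; strong numbers were not always called active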
BoNT-A LC inh2: BoNT A light chain protease inhibition; inhibition, % at 10 µM; multiplex microsphere protease substrate cleavage, flow cytometry; 360,000 compounds, 0.17% hits; further: plate controls were buffer without enzyme for full effect and enzyme alone for no effect
Vc quorum ag: quorum light induction in luxS cqsA deficient V. cholerae; V. cholerae BH1578 lux reporter, luminescence, 6 h; activation, % at 18.7 µM; 350,000 compounds, 0.16% hits; AID 588436; in the data active means activation mostly above about 9.7%, no sharp cut-off; inconclusive means no clear call, values can overlap the other calls; inactive means mostly below about 3.7%; further: not every result past the cut was called active; inactives centre near 0; reference of the scale not given here
PfHsp40 yeast: rescue of PfHsp40-mediated yeast toxicity | AID 504582 | growth rescue, % at 12.5 µM | S. cerevisiae expressing PfHsp40, growth rescue, ATP luminescence | 340,000 compounds, 0.68% hits; in the data active means growth rescue above about 28%, passing the limit was not always enough; inconclusive means no clear call, values can overlap the other calls;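 further: yeast W303a lacking pdr1 and pdr3 grown in galactose medium; growth measured after three days at 30 °C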
PrPC TRFRET: reduces human prion protein on the cell surface. cell surface PrPC, TR-FRET read-out. 370,000 compounds, 0.43% hits. P04156. inhibition, % at 13.8 µM. AID 720596; in the data active means inhibition above about 24%; further: 0% = median of the test wells and 100% = reference compound wells
TcdB inh: TcdB glycohydrolase inhibition; TcdB glycohydrolase enzymatic assay, plate reader; inhibition, % at 9.99 µM; P18177; 350,000 compounds, 0.24% hits; in the data active means inhibition above about 10%
3CLpro inhibitor: SARS-CoV 3CLpro protease inhibition | 290,000 compounds, 0.14% hits | inhibition, % at 6 µM | AID 1706 | recombinant SARS-CoV 3CLpro, quenched FRET peptide cleavage; in the data active means inhibition above about 12%
The depositor's hits bear a star; i = inactive; ? = inconclusive; . = no result given. Unless noted, no stated cut-off is given here; in the data, active means inhibition above about 30%; inconclusive means no clear call, values can overlap the other calls; inactive means below that. A portion of the library; count on the stated rates, not on these rows.

Second line of a record – Y pestis TopoI	Anthrax LF inh2	PriA SSB inh	BoNT-A LC inh2	Vc quorum ag	PfHsp40 yeast	PrPC TRFRET	TcdB inh	3CLpro inhibitor
N#CC(c1ccc([N+](=O)[O-])cc1)C(CC(=O)c1ccccc1)c1ccccc1 (stereo not given)
  0	1	-10	-0.2	i	0.0	-5	1.8	.
COC(=O)c1ccc(N2NC(=O)/C(=C/c3cc(OC)c(O)c(OC)c3)C2=O)cc1
  -3	-5	-4	-4.3	-0.5	1.4	5	-25	-5
CSc1ccccc1NS(=O)(=O)c1cccc2nonc12
  4	-4	-6	0.9	i	-1.4	-3	0.4	-5
C=CCn1cnc2sc(C(=O)Nc3ccccc3OC)c(C)c2c1=O
  -6	-1	-2	0.0	-0.2	0.7	-3	1.0	1
CCOC(=O)Cc1nnc(Nc2ccc(C(=O)NC)cc2)c2ccccc12
  -9	-2	-1	0.1	-0.6	0.6	-6	0.6	-2
COc1ccccc1N1CCN(/N=C/c2ccc(OC)c(OC)c2OC)CC1
  17	0	.	-0.5	-0.3	1.1	-2	5.0	1
O=C(NCc1ccc2c(c1)CCO2)Nc1cccc(C(F)(F)F)c1
  -2	.	-8	.	-0.4	0.1	-1	0.4	4
COC(=O)C1=C(C)NC(C)=C(C(=O)OCC(C)C)C1c1ccccc1[N+](=O)[O-] (stereo not given)
  12	-7	3	0.1	i	289*	3	1.1	.
CN1C2CCC1CC(NS(=O)(=O)c1ccc(C#N)cc1)C2 (stereo not given)
  4	1	2	0.4	-3.9	-1.2	-5	-1.1	6
O=C(NC(=S)NCc1ccncc1)c1ccccc1
  -8	0	2	0.4	i	1.1	-5	0.8	4
CCOc1ccc(S(=O)(=O)NCCCn2ccnc2)cc1NC(C)=O
  1	2	-16	0.1	-0.5	-0.4	-3	0.5	-2
Cc1ccc(C)c(NC(=O)c2cc3ccccn3n2)c1
  4	-6	-1	0.0	i	0.2	6	3.4	-5
O=C(CSc1cccc[n+]1[O-])NCC1CCCCC1
  3	6	2	-0.3	i	-1.5	7	-0.4	0
Cc1ccc(S(=O)(=O)Nc2nccs2)cc1[N+](=O)[O-]
  2	-8	-3	-1.3	-0.3	-1.2	4	1.0	1
NC(=O)c1ccccc1N1CCCCC1
  0	-7	0	0.4	-0.5	-0.6	10	-2.0	-9
O=C(c1cccnc1)N1CCC2CC1c1c(Cl)cccc12 (stereo not given)
  -2	-8	.	0.4	-1.1	.	-7	0.3	.
COc1ccc(C(=O)N2CCN(S(=O)(=O)N3CCOCC3)CC2)cc1OC
  -2	-4	-5	-0.3	2.6	-0.7	-8	.	3
COc1ccc(C(=O)/C=C/c2ccc(OC)c(COc3ccccc3F)c2)cc1
  11	-1	-11	0.7	-0.8	0.4	-2	.	3
Cc1ccccc1CNC(=O)c1ccc2sc([C@H]3C[C@H](O)[C@@H](CO)O3)nc2c1
  7	-4	.	-0.1	i	.	0	1.6	.
C=CCn1c(O)c(N=NC(=S)Nc2ccc(OC)cc2)c2ccccc21
  -4	9	64	21	-0.4	-1.7	4	.	-7

Later entries
Second line of a record – Y pestis TopoI	Anthrax LF inh2	PriA SSB inh	BoNT-A LC inh2	Vc quorum ag	PfHsp40 yeast	PrPC TRFRET	TcdB inh	3CLpro inhibitor
CCCN1CCN(C(c2cc3cc4c(cc3[nH]c2=O)OCO4)c2nnnn2C(C)(C)C)CC1 (stereo not given)
  -2	-2	-5	-0.2	0.0	-0.8	-1	.	3
O=C(COC(=O)c1ccc[nH]c1=O)NCCc1ccc(Cl)cc1Cl
  -9	-5	1	0.2	-0.4	-0.8	-3	0.5	1
O=C(Cc1cccs1)Nc1ccc(F)c(F)c1
  -4	-10	-6	2.5	i	0.4	-5	1.3	1
COC(=O)C(CC(=O)c1ccc(C)cc1)n1nc(C)cc1C (stereo not given)
  1	9	-15	-4.3	i	0.7	-1	0.9	1
CN(Cc1ccccc1)Cc1nc2c([nH]1)c(=O)n(C)c(=O)n2C
  -3	-6	-5	1.0	i	0.0	-3	.	-7
CN(Cc1ccccc1)C(=O)NC1CCCCC1
  5	1	-10	?	-1.4	0.7	2	.	2
O=[N+]([O-])c1ccccc1OCCCN1CCOCC1
  2	-2	-19	-2.0	i	0.3	-6	2.1	-3
Cc1ccccc1CNC(=O)CCCC(=O)n1nc(C)c2ccccc21
  17	-1	2	0.9	-0.2	1.6	2	0.6	1
COc1ccc(OC)c2sc(NNC(=O)COc3ccccc3)nc12
  4	-5	0	-0.4	-0.8	-1.1	1	-0.2	3
O=C1CC(N2CCC(O)CC2)C(=O)N1c1ccc(Br)cc1 (stereo not given)
  0	-1	-17	0.2	-0.5	16	3	.	-1
OCCN(CCO)CC(O)COCCC12CC3CC(CC(C3)C1)C2 (stereo not given)
  -4	-1	-2	-0.7	-0.6	-0.3	-4	.	3
CCOC(=O)C(C)Sc1ncc(OC)c(Sc2ccc(Cl)cc2)n1 (stereo not given)
  -3	-2	-58	-5.6	-2.3	2.7	12	.	7
O=C(Nc1ccncc1)c1ccc2ncsc2c1
  3	-1	-5	-0.5	-1.8	-0.3	3	0.3	.
O=C(C1CC(=O)N(c2ccc3c(c2)OCCO3)C1)N1CCN(Cc2ccccc2)CC1 (stereo not given)
  4	?	12	?	i	-2.0	4	-0.2	.
OCCOCCOCCn1c2ccccc2c2ccccc21
  3	0	-8	-0.4	i	-1.0	-4	.	3
Cc1onc(-c2ccccc2)c1C(=O)N/N=C/c1c[nH]c2ccccc12
  -5	-2	.	-0.8	0.8	0.1	6	5.1	5
CCC(=O)N(c1ccc(F)cc1)C1C=CS(=O)(=O)C1 (stereo not given)
  4	2	-8	-0.4	i	-0.1	7	.	-6
O=c1[nH]c(C2CCCN(S(=O)(=O)c3ccccc3)C2)nc2c1nnn2Cc1ccccc1 (stereo not given)
  -11	-1	6	2.2	2.7	3.6	1	.	-3
NC(=S)N/N=C/c1ccc(-c2cc(Cl)cc(Cl)c2)o1
  -7	0	.	-0.4	-2.8	0.9	4	.	5
CC(=O)Nc1c(C(=O)O)oc2ccccc12
  -1	-3	-11	0.1	-0.5	0.3	1	.	-1

One compound at a time, from the list above. Screens in order: Y pestis TopoI | Anthrax LF inh2 | PriA SSB inh | BoNT-A LC inh2 | Vc quorum ag | PfHsp40 yeast | PrPC TRFRET | TcdB inh | 3CLpro inhibitor
O=C(Nc1ccncc1)c1ccc2ncsc2c1 is listed with 3 | -1 | -5 | -0.5 | -1.8 | -0.3 | 3 | 0.3 | .
O=C1CC(N2CCC(O)CC2)C(=O)N1c1ccc(Br)cc1 (stereo not given) is listed with 0 | -1 | -17 | 0.2 | -0.5 | 16 | 3 | . | -1
Cc1onc(-c2ccccc2)c1C(=O)N/N=C/c1c[nH]c2ccccc12 is listed with -5 | -2 | . | -0.8 | 0.8 | 0.1 | 6 | 5.1 | 5

Going on with the list:
Second line of a record – Y pestis TopoI	Anthrax LF inh2	PriA SSB inh	BoNT-A LC inh2	Vc quorum ag	PfHsp40 yeast	PrPC TRFRET	TcdB inh	3CLpro inhibitor
CC(NC(=O)c1ccc2c(c1)OCO2)C(c1cccs1)N1CCOCC1 (stereo not given)
  3	1	-6	-1.5	i	-0.1	0	.	-2
CCOC(=O)[C@]12CCC=C1N(CCC1=CCCCC1)C(=O)[C@H](CC(=O)NCc1cccc3ccccc13)C2
  .	-3	.	0.7	.	.	-5	0.6	.
O=C(Cc1coc2cc3c(cc12)CCC3)NCC1(N2CCCCC2)CCCCC1
  8	0	10	4.4	i	-1.5	2	0.1	2
COC(=O)c1ccc(CNC(=O)COC(=O)c2cc(Cl)nc(Cl)c2)cc1
  6	-3	-1	1.4	-0.1	0.9	2	-0.6	0
C=CCN(C(=O)CNS(=O)(=O)c1ccccc1)C(C(=O)NCCOC)c1ccncc1 (stereo not given)
  -4	-4	-11	-0.1	15	0.2	-6	.	1
Cc1ccc(-n2nc3c(N4CCC(C(=O)NCc5cccc(F)c5)CC4)nnc(C)c3c2C)cc1
  20	-4	0	-1.3	1.0	-1.9	.	.	1
Cc1c(C(=O)N2CC3(CC(c4cccc(NC(=O)[C@H]5CCC(=O)N5)c4)=NO3)C[C@@H]2C(N)=O)cc([N+](=O)[O-])cc1[N+](=O)[O-] (stereo not given in full)
  -6	1	1	-0.1	i	-1.1	-27	1.1	.
O=C(Cc1ccccc1F)Nc1nc2ccccc2[nH]1
  1	-6	-5	-0.4	-2.4	0.3	9	-0.3	4
COc1ccc(CN2C[C@H]3CON(C)[C@H]3C[C@H]2c2ccc(-c3ccccc3)cc2)cc1
  .	-9	.	-0.4	.	.	-1	1.1	.
CC(C)NC(=O)NC(=O)CSc1ncccn1
  -12	-4	-4	-0.1	-0.4	-0.1	-5	0.3	0
COc1cc2c(cc1OC)-c1cc3ccc(OC)c(OC)c3c[n+]1CC2
  -8	-7	4	0.2	3.8	-0.7	-46	1.6	.
O=C(Oc1ccc(-c2nnco2)cc1)c1cc(S(=O)(=O)N2CCOCC2)ccc1F
  1	-4	.	-0.6	i	.	-4	3.1	.
Cc1ccc(CN2CCN(Cc3ccc4ncccc4c3)CC2CCO)cc1 (stereo not given)
  23	-8	-19	-0.4	-0.2	1.4	2	-0.3	6
CCC(CC)NC(=O)c1oc2ccccc2c1COc1ccccc1
  42	0	-22	0.3	-0.3	0.3	10	.	5
CC(CCCC(C)(C)O)NC(=O)c1ccc(OC2CCN(C(=O)C3CC3)CC2)cc1 (stereo not given)
  -5	0	-13	-0.5	4.3	1.0	6	.	1
CN(C)CCN1CCN(C2CN(C3CCCC3)S(=O)(=O)C2)CC1 (stereo not given)
  .	-4	.	-1.0	.	.	-5	-0.4	.
Nc1nonc1-n1nnc(C(=O)N/N=C/c2ccc(Br)cc2)c1CN1CCOCC1
  -6	-2	.	0.0	-0.4	-0.4	-6	0.1	-3
CC(C)C[C@H]1CN(CCCC[C@H]2CNC(=O)C(=O)N2Cc2ccccc2)C(=O)C(=O)N1CCc1ccc(O)cc1
  .	-4	.	-0.1	.	.	9	2.8	.
Nc1c(-c2cccs2)nc2ccccn12
  .	-1	.	0.2	.	.	-7	0.7	.
COc1ccc(NC(=O)CSC2=C(C#N)C(c3ccco3)C3=C(CCCC3=O)N2)c(OC)c1 (stereo not given)
  3	-1	-9	1.2	i	-0.6	12	3.6	3

Later entries.
Second line of a record – Y pestis TopoI	Anthrax LF inh2	PriA SSB inh	BoNT-A LC inh2	Vc quorum ag	PfHsp40 yeast	PrPC TRFRET	TcdB inh	3CLpro inhibitor
Cn1cccc1/C=C(/C#N)C(N)=S
  1	2	21	0.4	0.2	6.3	-6	-2.8	-1
COc1cccc(CN2CC(C(=O)NCCCCc3ccccn3)CCC2=O)c1 (stereo not given)
  13	2	-6	3.1	-1.5	0.7	-4	0.3	0
Cc1ccccc1OCC(=O)NCCNC(=O)c1ccccn1
  4	1	5	0.3	-0.9	0.0	5	0.5	-8
COc1cc(/C=N/NC(=O)c2c(-c3ccccc3)noc2C)cc(OC)c1OC
  -1	0	.	-1.1	-1.6	0.3	0	1.4	4
Cn1c(=O)n(Cc2ccccc2)c(=O)c2c1nc1n2CCCN1C1CCCCC1
  10	0	4	-0.3	i	2.6	4	0.8	.
Cc1nc2ccc(NC(=O)NCCO)cc2s1
  -3	0	-3	-0.7	-0.6	-0.9	-4	.	4
Cc1ccccc1COC(=O)CN1C(=O)NC2(CCCC2)C1=O
  3	1	1	0.1	i	-0.7	-6	2.6	.
Cc1nn(C2CCS(=O)(=O)C2)c2nc(C3CC3)cc(C(=O)Nc3ccc(C(N)=O)cc3)c12 (stereo not given)
  -3	6	19	?	-1.6	-0.5	-7	1.0	.
Cc1ccoc1C(=O)N1CCN(C(=O)c2occc2C)CC1
  -2	-2	-10	0.0	-0.2	0.9	0	1.2	5
Cc1cccc(NC(=O)c2cc(S(=O)(=O)N3CCCCC3)c[nH]2)c1C
  10	-4	-5	-0.4	-0.3	-0.5	3	1.1	2
CN1CCN(C(=O)CCN2C(=O)/C(=C/c3cccc(Br)c3)SC2=S)CC1
  19	2	3	0.4	-0.2	-1.5	3	1.0	-3
CCCn1nc(C(=O)OCc2nc(N)nc(Nc3ccccc3C)n2)c2ccccc2c1=O
  7	.	-2	.	-0.3	2.3	-2	1.5	.
CS(=O)(=O)c1ccc2nc(NC(=O)Nc3ccccc3F)sc2c1
  24	0	10	-4.0	1.0	0.3	-4	3.6	3

Bioassay records as filed in PubChem BioAssay.
